Screening results (PubChem)
Pol iota inh: inhibitors of human DNA polymerase iota. Q9UNA4. Pol iota fluorescent replication assay, 10 min. Potency, µM (top dose mostly 115 µM), inactives show at the highest dose activity, negative = inhibition, most hits filed as inhibitors. 1% of 390,000 active; also: potency is read from the fitted curve at half-maximal effect
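Fluorescent replication assay read twice, at 0 min and 10 min after adding 50 nM (final) substrate. Enzyme (10 nM) and compounds were first incubated 15 min at room temperature; enzyme-free buffer wells were negative controls.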
BLM inh: inhibitors of human Bloom syndrome helicase BLM. recombinant BLM DNA unwinding, fluorescence dequenching. Potency, µM (doses to about 56.1 µM), for inactives: at the top dose activity change, negative = inhibition, most hits filed as inhibitors. 0.2% of 350,000 active;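 also: potency is read from the fitted curve at half-maximal effect; plate controls were vehicle for no effect and no enzyme for full effect; nearly all actives have a fitted effect of over 35% in size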
Pol kappa inh: blocks human DNA polymerase kappa activity. purified Pol kappa, fluorescent DNA synthesis assay, 10 min. Potency, µM (series often up to 107 µM), inactives show at the top dose activity, negative = inhibition, most hits filed as inhibitors. 0.53% of 400,000 active. AID 588579; also: potency is read from the fitted curve at half-maximal effect; % is scaled to controls: 0 for no effect and ±100 for the full control effect
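Kinetic fluorescence readout at 0 and 10 min followed reaction start with substrate at 50 nM final. Beforehand, enzyme (10 nM Pol kappa) stood 15 min with compound at room temperature; buffer-only wells were negative controls.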
POLB inh: blocks human DNA polymerase beta activity; 1.3% of 340,000 active; Pol beta primer extension/strand displacement, fluorescence kinetic; P06746; Potency, µM (titrated, usually from 114 µM), for inactives: at the top dose activity change, negative = inhibition, usual class: inhibitors; also: potency is read from the fitted curve at half-maximal effect; % is scaled to controls: 0 for no effect and ±100 for the full control effect
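Homogeneous kinetic assay of primer extension and strand displacement by 10 nM Pol beta, preincubated 15 min at room temperature with compound before 50 nM substrate (final) was added. Read at 0 and 10 min; four-parameter Hill fit.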
APE1 inh: inhibitors of human APE1 endonuclease; recombinant APE1, TAMRA/BHQ-2 abasic DNA cleavage fluorescence; Potency, µM (titrated, usually from 65.8 µM), inactives show top-dose activity change, negative = inhibition, actives largely listed as inhibitors; 0.35% of 350,000 active;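 also: potency is read from the fitted curve at half-maximal effect; plate controls were vehicle for no effect and reference inhibitor for full effect; nearly all actives have a fitted effect of over 55% in size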
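Quantitative HTS: incision of a TAMRA/BHQ-2 double-stranded substrate bearing a tetrahydrofuran abasic site by 0.75 nM APE1 raises fluorescence. Substrate 50 nM final, added after 15 min compound preincubation at room temperature; progress as third-minus-first kinetic read difference.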
Glioma ERSR ind: induces the endoplasmic reticulum stress response in human glioma cells. 0.02% of 420,000 active. AID 602332. U87-MG GRP78 promoter luciferase reporter, 16 h. Potency, µM, without a hit: at the highest dose activation, actives largely listed as activators; also: potency is read from the fitted curve at half-maximal effect; series mostly up to about 76 µM; % of control where 0% means no effect; nearly all actives have a fitted effect of over 35% in size
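ERSR induction read as luciferase luminescence (Bright-Glo, 10 min at room temperature) in stably transfected human U87-MG glioma cells exposed to compounds for 16 h, using GRP78 as sensor.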
Apoferritin bind: candidate novel general anesthetic via apoferritin binding | Potency, µM (doses to about 77.5 µM), for inactives: at the highest dose activity change, negative = displacement, actives largely listed as inhibitors | apoferritin/1-aminoanthracene competitive binding, fluorescence | AID 485281 | P02791 | 0.074% of 350,000 active; also: potency is read from the fitted curve at half-maximal effect; % is scaled to controls: 0 for no effect and ±100 for the full control effect; nearly all actives have a fitted effect of over 20% in size
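Horse-spleen apoferritin (10 uM) was mixed with 50% saturated 1-aminoanthracene in PBS, exposed to compounds for 10 min at room temperature, and read for fluorescence (ex 380 nm, em 535 nm). Competitive displacement was fitted with a four-parameter Hill equation.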
POLH inh: inhibitors of human DNA polymerase eta. Q9Y253. recombinant Pol eta, fluorescent DNA replication assay. Potency, µM (highest dose often 114 µM), inactives show top-dose activity change, negative = inhibition, actives largely listed as inhibitors. 1.2% of 390,000 active; also: potency is read from the fitted curve at half-maximal effect; % is scaled to controls: 0 for no effect and ±100 for the full control effect
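Pol eta at 10 nM preincubated with compounds 15 min at room temperature; reaction started with fluorescent substrate (50 nM final) and read kinetically at 0 and 10 min.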
LDHA block: inhibitors of human lactate dehydrogenase A; purified LDHA, NADH/diaphorase-resazurin fluorescence; hits give low values; activity change, % (values are at about 110 or 230 µM); P00338; 0.15% of 480,000 active; AID 1347041; in the data active = activity change below about -30%; inconclusive = mostly about -25% to -30%;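 also: plate controls were DMSO wells for no effect and wells without enzyme for full effect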
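Human LDH5 (2 nM) was incubated with 0.06 mM NADH and 0.2 mM pyruvate for 5 min at room temperature in Tris pH 7.4. Remaining NADH was coupled through diaphorase/resazurin, and resorufin fluorescence was read at 0 and 20 min.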
Active calls of the source: *; ? = inconclusive; nt = not tested or not shown; & = joins results of further samples; [ ] = dose if it differs, or a comment. Unless noted, calls follow the shape of the dose curve; as a rule, active = well fitted curve in the direction sought with a large enough effect; inconclusive = small, poorly fitted or top-dose-only effect, or another doubt; inactive = no such curve, though single readings can be large; an effect the other way counts as inactive or inconclusive. Only part of the results is shown. The share of hits here may be higher or lower than overall.

| Pol iota inh | BLM inh | Pol kappa inh | POLB inh | APE1 inh | Glioma ERSR ind | Apoferritin bind | POLH inh | LDHA block | molecule |
| --- | --- | --- | --- | --- | --- | --- | --- | --- | --- |
| 13% | 0% | -22% | 2% | -1% | -1% | 1% | -2% | -5 | c1ccc2c(c1)OCC(CNc1ncnc3sccc13)O2 (stereo not given) |
| 15% | 4% | 0% | 16% | -3% | 0% | -11% | -7% | -2 | O=C(NNC(=O)c1ccccc1-n1cccc1)c1ccccc1 |
| -6% | 0% | -5%[60.1 µM] | -15% | nt | -3% | -7% | 0% | -14 | Cn1cc(-c2cc3n(n2)CCC(=O)N3CC(=O)NCc2ccccc2)c2ccccc21 |
| -11% | 0% | -7% | 1% | 2% | -2% | -17% | -17% | -6 | O=C(Nc1ccc(F)cc1)c1oc2ccccc2c1NC(=O)C1CCCC1 |
| ? | -12% | ? | 20µM* | -10% | 20% | 4% | ? | 0 | N#Cc1c(NC(=O)c2ccc([N+](=O)[O-])o2)sc2c1CCC2 |
| -3% | -7% | 1% | 36% | 7% | -4% | -16% | -12% | 3 | Cc1ccc(N2CCN(CC(O)COc3ccc([N+](=O)[O-])cc3)CC2)cc1 (stereo not given) |
| 13% | -13% | -3% | 32% | 2% | -5% | -10% | 8% | -5 | CCc1nnc(NC(=O)CSc2nnc(-c3ccccc3OC)n2-c2ccccc2)s1 |
| 28% | -5% | -9% | 10% | 7% | -4% | -9% | -10% | -6 | Cc1cccc(OCC(=O)NN2C(=O)C3C4C=CC(O4)C3C2=O)c1 (stereo not given) |
| 104%[activator] | -3% | 0% | ? | 1% | -2% | -22% | -23% | -8 | CCN(CC)S(=O)(=O)c1cccc(C(=O)NCc2ccccc2)c1 |
| -15% | -6% | -4% | 40% | -23% | -3% | 3% | -6% | -14 | NCCCNc1nc(N)c([N+](=O)[O-])c(NC2CCCCC2)n1 |
| -6% | -4% | -2% | 20% | 9% | -2% | -11% | -9% | 2 | O=C(CSCCO)Nc1cccc2ccccc12 |
| -4% | 1% | -5% | 21% | 7% | 4% | 38%[activator] | 0% | -1 | CC(C)OC(=O)CC(=O)CSc1nc2c(cc1C#N)CCCC2 |
| ? | 0% | -7% | 6% | 23% | -3% | -16% | -13% | -10 | COc1ccc(-c2sc(Nc3ccccc3)n[n+]2-c2ccc(F)cc2)cc1Br |
| 2% | 0% | 9% | 10% | nt | -5% | -11% | -17% | 5 | CCOc1ccc(NC(=O)c2sc(-n3nc(C)c(CCC(C)C)c3C)nc2C)cc1 |
| -11% | 2% | -4% | -13% | -1% | -12% | -14% | -11% | 2 | CNC(=S)N(Cc1ccc(OC)cc1)C1CC(=O)N(c2ccc(Cl)cc2)C1=O (stereo not given) |
| 6% | 3% | 1% | -9% | -4% | 6% | -12% | -13% | -5 | COc1ccc2c(c1OC)C(=O)N1N=C(c3ccccc3)CC21 (stereo not given) |
| 11% | 0% | -25% | 35% | 14% | -3% | -24% | -1% | -1 | CCc1nc(NCC2CCCN2CC)c2nnn(Cc3ccccc3F)c2n1 (stereo not given) |
| 10% | -5% | 6% | 17% | -3% | 0% | -12% | -10% | 1 | Oc1ccccc1Oc1ncc(Br)c(N2CCOCC2)n1 |
| -20% | -2% | -19% | -22% | ? | -4% | -19% | -19% | 0 | O=C(O)COc1ccccc1C1C2C(=O)N(c3ccc(F)cc3)C(=O)C2ON1c1ccccc1 (stereo not given) |
| 89%[activator] | -4% | 6% | -15% | -3% | -2% | -23% | -10% | 0 | N#Cc1ccc(C(=O)Nc2cccc(NC(=O)c3ccco3)c2)c(F)c1 |
| -11% | -2% | 3% | 2% | 29% | -2% | -5% | -12% | 1 | CCS(=O)(=O)N1CCC(C(=O)Nc2cc(C)ccc2O)CC1 |
| 23% | -7% | -7% | 7% | 20% | -3% | -21% | -23% | -1 | COc1cc(S(=O)(=O)NC2CCCCC2)c(C)cc1C |
| -14% | -1% | 4% | 0% | 19% | 3% | -20% | 4% | -6 | CC(=O)c1sc(-c2cccc(Cl)c2)nc1C |
| 1% | -10% | -21% | 4% | 17% | 7% | -22% | -20% | -11 | Cc1ccc(CNC(=O)c2ccc(Cn3cc(-c4ccc(C)cc4)nc3-c3ccncc3)cc2)cc1 |
| -12% | 1% | 2% | 48% | -12% | -3% | 7% | -14% | -6 | CC(C)c1nnc(SCC(=O)NC2CCCC2)n1C |
| nt | -6% | -9%[60.1 µM] | nt | -7% | 1% | nt | nt | nt | COc1cccc(Cn2c(=O)c(CCc3ccccc3)nc3cnc(N(C)C)nc32)c1 |
| 0% | 0% | 4% | 14% | 52%[activator] | -3% | -21% | -6% | 0 | CC(NC(=O)[C@@H](C)NC(=O)[C@@H]1Cc2ccccc2CN1C(=O)OC(C)(C)C)c1ccccc1 (stereo not given in full) |
| 14% | -4% | -4% | 25% | -2% | -4% | -9% | -8% | -2 | Cc1ccc(S(=O)(=O)N2CCC(C(=O)NC3CCCCCC3)CC2)cc1 |
| -6% | 0% | -4% | -15% | -2% | -2% | -4% | -13% | -1 | CC(=O)N(CCP(=O)(c1ccccc1)c1ccccc1)Cc1ccco1 |
| -3% | 5% | 0% | 0% | nt | -2% | -6% | -10% | -6 | Cc1cc(C(=O)NCc2ccccc2)c2c(C)nn(-c3cccc(Cl)c3C)c2n1 |
| 6% | 0% | 0% | 79% | 3% | 4% | -11% | 0% | -3 | CC(=O)Nc1cc(C(=O)N2CCOCC2)ccc1S(=O)(=O)c1ccc(C)cc1 |
| 2% | -4% | -17% | -16% | 4% | -2% | -5% | -2% | -3 | CSC1=NC(C)N2C(SC)=NC(C)N12 (stereo not given) |
| -2% | 2% | 0% | 47% | -4% | -5% | -14% | 0% | -7 | COc1ccc(C(=O)NCCNC(=O)c2cc(OCC(F)(F)F)ccc2OCC(F)(F)F)cc1 |
| 171%[activator] | 0% | 4% | 5% | 6% | -1% | -10% | -13% | -4 | COc1ccccc1CC(=O)N1CCN(c2cccc(Cl)c2)CC1 |
| 6% | -4% | 4% | 2% | -4% | -1% | -4% | -14% | 0 | O=C(O)C(NS(=O)(=O)c1ccc(F)cc1)c1ccccc1 (stereo not given) |
| 22% | -1% | -13% | 17% | -2% | -3% | -9% | -16% | -2 | O=C(NCc1ccco1)c1cc(C(=O)C2CC2)c[nH]1 |
| 57%[activator] | -13% | -11% | 30% | 1% | 2% | -1% | -13% | -3 | O=C(Cc1ccsc1)NCc1ccccc1F |
| 2% | nt | 10% | nt | -7% | -4% | nt | -20% | -2 | C[C@@]12C(=O)N(Cc3ccc(F)cc3)CC(=O)N1[C@H]1c3cc(Cl)ccc3OC[C@@H]1[C@@H]2c1ccccc1 |
| -2% | -6% | -3% | 34% | 22% | -3% | -1% | -1% | -2 | COc1ccc(NC(=O)Cn2cc(C(C)=O)c3ccccc32)cc1 |
| -17% | -6% | -25% | nt | 1% | 0%&-2%&-2% | -23% | ? | -7 | COc1cc(C)c(/C=C/C(C)=C/C=C/C(C)=C/C(=O)O)c(C)c1C |
| -12% | -5% | 7% | -20% | 80%[activator] | 1% | 0% | ? | -2 | CC(=O)N1CCc2cc(S(=O)(=O)C(C)CC(=O)NCc3ccc(C)o3)ccc21 (stereo not given) |
| 13% | 0% | -14% | ? | 0% | -7% | 4% | 8% | -7 | O=C(Nc1cnc2ccccn2c1=O)c1ccc(F)cc1 |
| 10% | -1% | -5% | -17% | 5% | -4% | -1% | 1% | -3 | CCN1CCN(CC(O)COCc2cc(OC)c(OC)c(OC)c2)CC1 (stereo not given) |
| 19% | -1% | -4% | 33% | 22% | -4% | 0% | -1% | -12 | CCN1CCN(C(=O)C2CCCN(S(=O)(=O)c3ccc(OC)c(OC)c3)C2)CC1 (stereo not given) |
| -1% | 0% | -6% | -2% | 8% | -1% | -13% | -2% | -8 | CC(=O)c1ccc(N2CCN(S(=O)(=O)c3c(C)[nH]c(=O)[nH]c3=O)CC2)cc1 |
| ? | 6% | -13% | -22% | -5% | -4% | -5% | ? | -5 | COc1ccc(C2NC(=O)NC(C)=C2C(C)=O)cc1 (stereo not given) |
| 39%[activator] | -1% | -3% | -16% | -2% | -2% | 0% | -12% | -10 | O=C(N1CCN(CCO)CC1)N1c2ccccc2CCc2ccccc21 |
| ? | -8% | ? | ? | ? | -2% | 22% | ? | -1 | CC(C)c1cc(C(=O)NCc2ccco2)no1 |
| 5% | 1% | -2% | 35% | 2% | 2% | -4% | -2% | -9 | CCC(=O)NCCc1nc2cc(NC(=O)c3ccc(OC)cc3)ccc2n1C |
| nt | -4% | -8%[60.1 µM] | nt | nt | -3% | 0% | nt | nt | C#C[C@]1(O)CCC2C3CCC4=CC(=O)CCC4C3CC[C@@]21C (stereo not given in full) |
| 15% | nt | -2% | nt | 26% | -1% | nt | ? | -6 | O=C(c1ccc2c(=O)n3c(nc2c1)CCC3)N1CCCSC1=Nc1ccccc1 |
| 16% | -2% | -6% | 0% | 44% | -1% | -4% | -15% | -1 | Cn1nccc1C(=O)N1CCCC(N2CCN(Cc3ccc4c(c3)OCO4)CC2)C1 (stereo not given) |
| 6% | -2% | 10% | -1% | -10% | 1% | 2% | -8% | 4 | Cc1ccccc1-c1nc(CS(=O)(=O)CC(=O)N(C)C2CCCCC2)c(C)o1 |

Part of the list above in order of number of heavy atoms, smallest number first.
| Pol iota inh | BLM inh | Pol kappa inh | POLB inh | APE1 inh | Glioma ERSR ind | Apoferritin bind | POLH inh | LDHA block | molecule |
| --- | --- | --- | --- | --- | --- | --- | --- | --- | --- |
| ? | 6% | -13% | -22% | -5% | -4% | -5% | ? | -5 | COc1ccc(C2NC(=O)NC(C)=C2C(C)=O)cc1 (stereo not given) |
| -2% | -6% | -3% | 34% | 22% | -3% | -1% | -1% | -2 | COc1ccc(NC(=O)Cn2cc(C(C)=O)c3ccccc32)cc1 |
| 10% | -1% | -5% | -17% | 5% | -4% | -1% | 1% | -3 | CCN1CCN(CC(O)COCc2cc(OC)c(OC)c(OC)c2)CC1 (stereo not given) |
| nt | -6% | -9%[60.1 µM] | nt | -7% | 1% | nt | nt | nt | COc1cccc(Cn2c(=O)c(CCc3ccccc3)nc3cnc(N(C)C)nc32)c1 |
